Screening results: PubChem BioAssay, Fisher Drug Discovery Resource Center
mcGAS RapidFire = blocks mouse cGAS cGAMP production | recombinant mouse cGAS, cGAMP by RapidFire MS | Q8C6L5 | inhibition, % at 12.5 µM | 130,000 tested, 0.18% active | AID 1259397;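 active = inhibition of cGAS enzyme activity at or above 60%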;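 also: enzyme stimulated by 45 bp dsDNA with ATP and GTP substrates; cGAMP share of summed cGAMP plus half ATP and half GTP signals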
Target sequence (Q8C6L5 whole entry, looked up): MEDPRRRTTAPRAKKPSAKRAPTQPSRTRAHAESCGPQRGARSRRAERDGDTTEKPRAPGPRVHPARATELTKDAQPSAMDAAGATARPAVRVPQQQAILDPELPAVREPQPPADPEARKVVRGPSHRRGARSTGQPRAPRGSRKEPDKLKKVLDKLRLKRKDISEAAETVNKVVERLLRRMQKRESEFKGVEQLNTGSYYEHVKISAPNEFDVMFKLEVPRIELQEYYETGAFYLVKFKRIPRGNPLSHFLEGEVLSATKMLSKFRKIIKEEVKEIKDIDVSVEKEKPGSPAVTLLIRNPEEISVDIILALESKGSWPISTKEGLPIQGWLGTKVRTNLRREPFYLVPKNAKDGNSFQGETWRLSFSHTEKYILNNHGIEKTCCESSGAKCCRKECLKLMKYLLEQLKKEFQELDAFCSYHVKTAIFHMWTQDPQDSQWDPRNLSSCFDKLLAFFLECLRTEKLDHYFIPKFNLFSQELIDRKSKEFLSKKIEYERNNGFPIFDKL
Active calls of the source: *; & = joins results of further samples. Not all compounds are listed; the hit share may differ from the screen's.

mol	mcGAS RapidFire
CCOC(=O)c1ccc(CNC(=O)c2ccc3oc(C(C)C)nc3c2)o1	-4.9
O=C(c1ccco1)N1CCCN(Cc2cc(C#CCO)cs2)CC1	-5.5
COc1ccc(N2C(=O)/C(=C\c3cccnc3)SC2=S)cc1	-3.1
CCCN1CSC(=S)N(CCC)C1	-6.9
N#CCCN(CC1CCCO1)C(=O)Cc1c(F)cccc1F (configuration not stated)	-11.9
Cc1ccc(-c2nc(-c3ccc(Br)o3)no2)cc1	-7.9
CC(C)C(=O)NC1CCN(C(=O)c2c(F)cccc2Cl)CC1	7.8
CNC(=O)CC1Nc2cc(C)c(C)cc2NC1=O (configuration not stated)	-7.1
O=C(Nn1cnc2c(cnn2-c2cccc(Cl)c2)c1=O)c1ccc2c(c1)OCO2	-8.0
Cc1c(C(=O)NNc2ccccc2C(F)(F)F)ncn1Cc1ccc(Cl)cc1	-13.7
O=c1[nH]c(CN2CCN(S(=O)(=O)c3cccc(Cl)c3)CC2)nc2sc3c(c12)CCC3	-6.8
CC(=O)NNc1nc(Cl)nc(N(C)C)n1	-0.3
CCn1ccnc1-c1c(-c2ccccc2)ncn1CCN1CCOCC1	-8.7
CC=CCn1c(=O)c2c(nc3n(CCN4CCOCC4)c(C)c(C)n23)n(C)c1=O	-6.9
CC(C)CNC(=O)CSc1nc2nn(-c3ccccc3)c(=O)c-2c2n1CCCCC2	17.1
COc1cccc2c1OC(c1ccc(F)cc1F)NC2=O (configuration not stated)	-2.6
Cc1c(Cc2ccccc2)sc(N)c1C(N)=O	-9.6
CC(Sc1nncn1C)C(=O)N(C)c1ccccc1 (configuration not stated)	3.1
CN(C)C(=O)c1csc(I)c1	-6.0
COc1ccc(Br)cc1CCC(=O)Nc1n[nH]c(C)n1	8.4
Cc1cc(C(=O)NCc2cccnc2Oc2ccccc2)nn1C	-7.2
Cc1cccc(-c2noc(N3CCOCC3)c2CNCC2CC2)c1	-6.6
Cc1cc(C(=O)NCC(O)c2ccc(F)c(F)c2)ccc1N1CCNC1=O (configuration not stated)	-7.5
CCCc1ccc(OCC(=O)c2ccc3c(c2)N(CC(=O)NC2CCCCC2)C(=O)CO3)cc1	-6.5
COc1ccc(-n2c(=O)c3ccccc3c3cc(C#N)c(=O)oc32)cc1	19.4
Cc1cc(CCC(=O)Nc2nn[nH]n2)ccc1Br	27.6
CC(C)c1ccc(C(=O)N2CCCN(CC3CC3)C(C(C)C)C2)c(=O)n1C (configuration not stated)	-9.0
COc1cc2c(cc1CN1CCCC1c1ccccn1)OCCCO2 (configuration not stated)	-8.3
C#CCCCNc1nc(Cl)cn(-c2ccccc2)c1=O	-3.1
Cc1nc2ncc3c(=O)n(-c4ccccc4F)ccc3n2n1	-6.1
COc1ccc(NC(=S)NCC(c2ccccc2)N(C)C)cc1 (configuration not stated)	13.1
COC(=O)c1ccoc1CN(C)CC(=O)Nc1ccc(Cl)cc1	-8.6
CC(C)CCc1noc(CSCC(C)CO)n1 (configuration not stated)	3.5
O=S(=O)(Nc1cccc(F)c1)c1cccs1	6.5
CC(=O)O[C@]1(C(C)=O)CC[C@H]2[C@@H]3C=C(C)C4=CC(=O)CC[C@@H]4[C@H]3CC[C@@]21C	-4.5
CCc1cc(C(=O)Nc2ccccc2C(=O)N(C)c2ccccc2)on1	-19.7
Cc1nc2cc(C(=O)NCCS(=O)(=O)N(C)C)ccc2s1	-17.1
CCCc1cc(=O)n2[nH]c(C)c(-c3ccc(F)cc3)c2n1	-0.5
C=CCN(C(=O)c1cc(C)nc2cc(C)ccc12)C1CCS(=O)(=O)C1 (configuration not stated)	-13.2
COc1cccc(C(C[N+](=O)[O-])n2nc(C)cc2C)c1 (configuration not stated)	-3.5
O=C(O)c1ccc(-n2nccc2-c2ccc(F)cc2)cc1	4.7
NC(=O)Nc1cccc(C(=O)N2CCc3sccc3C2c2cccs2)c1 (configuration not stated)	5.8
CC(C)C[C@H](NC(=O)Nc1ccn(C)n1)C(=O)OC(C)C	-4.9
c1nc(NCC23CC4CC(CC(C4)C2)C3)c2c3c(sc2n1)CCC3	-1.5
C=CCS(=O)(=O)N1CCC2(CCCN(CCCc3ccccc3)C2=O)C1 (configuration not stated)	-2.0
CC(C(=O)NC1CCCC1)S(=O)Cc1ccccc1Cl (configuration not stated)	-9.1
CN(C)S(=O)(=O)NCC1CN(c2ccc3c(c2)OCO3)C(=O)O1 (configuration not stated)	-7.0
Cc1nn(CC(O)COCc2ccccc2)c(=O)c(C#N)c1C (configuration not stated)	7.8
Cn1c(=O)n(CCc2ccccc2)c(=O)c2c1nc1n2CCCN1Cc1ccccc1	-12.6
COc1cc(OC)c(NC(=O)c2ccc3[nH]ccc3c2)cc1F	0.5

The list continues:
mol	mcGAS RapidFire
CCc1noc(CN(CC)C(=O)c2cc(-c3cccn3C)n[nH]2)n1	-10.0
Cc1ccc(-n2nnc(C(=O)NCCCN3CCCC3C(=O)N(C)C)c2C)cc1 (configuration not stated)	-1.3
COc1cccc(Nc2ncc3c(n2)CCN(Cc2ccc(O)cc2)C3)c1	-5.1
Cc1ccc(NC(=O)NCCO)c(-c2nc(C3CC3)no2)c1	4.8
NC(=O)c1ccc(-c2nnc(SC3CCCC3)c3ccccc23)cc1	23.1
O=C1[C@H](CC[C@H](O)c2ccc(F)cc2)[C@@H](c2ccc(O)cc2)N1c1ccc(F)cc1	4.8
CCC(C(=O)Nc1c2c(nn1C(C)(C)C)CSC2)c1ccccc1 (configuration not stated)	-2.8
COc1ccccc1CN1CCCC(CN(CCN(C)C)C(=O)c2cccnc2)C1 (configuration not stated)	-0.3
CC(=O)Nc1ccc(CN2CCC2(C)C(=O)NC2CCN(C)CC2)cc1 (configuration not stated)	-9.5
COc1ccc(-n2c(C)c(C)n3c4c(=O)n(CC(C)=O)c(=O)n(C)c4nc23)c(OC)c1	-1.4
O=C(C1CC2CCC1C2)N1CCN(S(=O)(=O)c2cccc(F)c2)CC1 (configuration not stated)	-5.8
O=C(c1ccccc1-n1cccc1)N1CCC(c2ccc(F)cc2)CC1	7.4
CCCc1nnc(NC(=O)CN2CCCC2c2c(C)noc2C)s1 (configuration not stated)	-14.6
O=C(NCC1CCOC1)Nc1cccc(-c2cccs2)c1 (configuration not stated)	-3.4
CN1C(=O)NC(C)(C2CCCN(Cc3ccn(C)c(=O)c3)C2)C1=O (configuration not stated)	-4.2
COc1cc(C#N)ccc1OCC(O)COc1ccc(C#N)cc1 (configuration not stated)	-1.6
COc1ccc(-c2csc(NC(=O)CN3CC(C)CC(C)C3)n2)c(OC)c1 (configuration not stated)	8.0
N#CC1(NCCNC2(C#N)CCCCC2)CCCCC1	-7.0
CC(NC(=O)c1cccc(OCc2cscn2)c1)c1ccc(Cl)cc1 (configuration not stated)	0.9
CCO[C@H]1COC[C@@H]1NC(=O)c1cc2ccccc2s1	-19.4
CN1CCN(S(=O)(=O)N2CCN(C(=O)NCc3ccc(F)c(F)c3)CC2)CC1	-11.8
CC(C)C1CN(Cc2ccc(S(C)(=O)=O)cc2)CCCN1CC1CC1 (configuration not stated)	-7.8
Cc1ccc2[nH]c(C(=O)O)c(CN3CCN4CCN(C)C(=O)C4C3)c2c1 (configuration not stated)	-1.9&7.0
CCCCn1c(N)c(N(C)C(=O)c2ccc(Br)cc2)c(=O)[nH]c1=O	-0.5
COc1ccc2cc(S(=O)(=O)NCc3ccco3)ccc2c1	-6.8
C#CCN(C/C=C/c1ccc(C#N)cc1)S(=O)(=O)c1ccc(C)cc1	-5.3
COC(=O)N1CCC(NC(=O)NCCOc2ccc3c(c2)CCC3)CC1	-14.6
Cc1cc(NC(=O)c2cc(Cl)cc(Cl)c2OC(F)F)no1	6.7
CCCC(=O)NC(NC(C)(C)C)C(Cl)(Cl)Cl (configuration not stated)	-33.1
O=C(NCCc1ccccc1)C(C1CCCC1)N1CCN(C(=O)c2ccc(Cl)cc2)CC1 (configuration not stated)	-8.0
CC1(C)CC2CC(C)(CN2C(=O)CCN2C(=O)c3ccccc3C2=O)C1 (configuration not stated)	-9.3
COc1cc2c(cc1OC)CN(Cc1ncccc1C(=O)O)CC2	-0.7
COC(=O)C1=C(C)NC(C)=C(C(=O)OC)C1C(=O)OCC(=O)NC(C)C	-2.9
CCn1c(=O)c2c(nc3n(CCN4CCOCC4)c(C)c(C)n23)n(C)c1=O	0.4
CN(CCS(=O)(=O)c1cc(Cl)ccc1Cl)Cc1ccc(F)cc1F	9.9
COCCN1CC(C(=O)NCc2cccc(OC(F)(F)F)c2)CCC1=O (configuration not stated)	-4.3
CN(Cc1cc(-c2ccccn2)no1)Cc1ncccc1C(=O)O	6.7
Cc1cccc(OCC(=O)NC(C)c2cc3ccccc3o2)c1C (configuration not stated)	-1.8
Cc1ccc(-c2[nH]ncc2CN2CCCN(C(=O)c3ccco3)CC2)cc1C	-8.7
CN(CCC#N)S(=O)(=O)CC12CCC(CC1=O)C2(C)C (configuration not stated)	-2.8
COc1ccc(OC)c(CNC(=O)C2Cc3ccccc3O2)c1 (configuration not stated)	0.0
O=C(c1cccc(OC2CCN(Cc3cccn3-c3ccccn3)CC2)c1)N1CCCC1	-3.2
O=C(Nc1ccccc1)Nc1nc(S(=O)(=O)Cc2ccccc2)ns1	10.3
O=C(CN1C(=O)CSC1=O)N1CCCC1	-8.0
O=C(O)c1ccc(C2CCN(Cc3cccc(-n4cccn4)c3)C2)cc1 (configuration not stated)	-23.8
CC(=O)N1CCC(N2CCOC(CC3CCCCC3)C2)CC1 (configuration not stated)	-10.6
c1cc2c(cc1CCc1nn3c(C4CC4)nnc3s1)OCO2	3.0
NC(=O)c1ccc(NC(=O)c2ccc(COc3ccc(F)cc3)o2)cc1	-2.5
CSCCCNC(=O)CC1C(=O)NCCN1CCCc1ccccc1 (configuration not stated)	-3.4
COc1ccc(/C=C(/F)c2nc3ccccc3s2)cc1	-5.0

Next records
mol	mcGAS RapidFire
CCOC(=O)N1CCC(NC(=O)CC2C(=O)NCCN2CC2CCCCC2)CC1 (configuration not stated)	-14.9
Cc1ccc2ncc(CCNC(=O)c3cc4ccccc4[nH]3)n2c1	-8.3
Cc1ccc(-c2cn[nH]c2C2CCCN(C(=O)C(=O)c3ccco3)C2)cc1 (configuration not stated)	-30.9
CC(C(=O)O)c1cccc(Oc2ccccc2)c1 (configuration not stated)	3.4
CC1CCCC(c2ccccc2)N1S(=O)(=O)c1ccc(C(N)=O)cc1 (configuration not stated)	2.0
Cc1nc(CNC(=O)Cc2cnc3c(C)cccn23)nc2c1CCCC2	-7.6
COc1ccc(OC)c(C2c3[nH]c4ccccc4c3CCN2S(=O)(=O)c2cc(Br)ccc2OC)c1 (configuration not stated)	3.9
N#Cc1ccc(COn2nnc3ccccc32)cc1	-7.0
CC1([N+](=O)[O-])COC2(OC1)C(=O)Nc1ccccc12 (configuration not stated)	-10.3
COC(=O)c1cc(C=C2N=C(c3ccc(C)cc3)OC2=O)oc1C	-8.6
CCc1cnc2c(c1N1CCC(C(N)=O)CC1)c(=O)n(C)c(=O)n2C	-2.5
Cc1cccc(C2=NOC(C)C(=O)N2C)c1 (configuration not stated)	5.0
Cn1c(=O)[nH]c(=O)c2c1nc(N1CCNCC1)n2Cc1ccc(Cl)c(Cl)c1	-9.0
COc1ccc(NC(C)=O)cc1S(=O)(=O)N1CCc2ccccc21	-12.9
CN(C)c1ncc2c(n1)CCCC2NC(=O)CCc1cnccn1 (configuration not stated)	2.0
CCc1nc(Cl)c2c3c(sc2n1)CN(CC)CC3	-1.4
O=S(=O)(c1ccc2ccccc2c1)N1CCN(c2ccccn2)CC1	-13.6
CC1(C(=O)NS(=O)(=O)c2cccc(C#N)c2)CCN1C(=O)Cc1cccc2ccccc12 (configuration not stated)	-4.0
COCC(C)NC(=S)N1CCN(CCn2c(C)ccc2C)CC1 (configuration not stated)	-2.9
COc1ccccc1CC(=O)NC1CCSc2ccccc21 (configuration not stated)	-2.3
Cc1ccc2cc(CCNC(=O)C3CCCCC3)c(=O)[nH]c2c1C	-8.2
O=C(CC1CCS(=O)(=O)C1)N1CCC(CO)(Cc2ccccc2)CC1 (configuration not stated)	-13.5
CCN(C(=O)C(C)OC(=O)c1ccccc1SCC1(C)NC(=O)NC1=O)C1CCCCC1 (configuration not stated)	-4.5
Cc1ccccc1CC(=O)NC1CCN(C(=O)C2CCCCC2)CC1	-7.3
O=C(CCC1CCN(C(=O)c2cncs2)CC1)Nc1ccccc1	2.7
O=C(Nc1ccc(SCCN2CCOCC2)nn1)c1ccccc1F	-4.1
C/C=C/COC(=O)C1=C(C)NC(=O)NC1c1ccc(OCC)c(OC)c1 (configuration not stated)	-3.9
